FN deposit inh: fibronectin deposition inhibition; AH1F fibroblasts, Alexa488-fibronectin deposition fluorescence, overnight; inhibition, % at 12.6 µM; 350,000 tested, 0.086% active; AID 743247;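 active = mean inhibition across replicates of 30% or more, regardless of how many single replicates reach that level; inconclusive = mean under 30% yet at least half of replicates reach 30%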;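 note: positive control wells lacked labelled fibronectin entirely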
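Measured by – fluorescence 485/525 nm · System – AH1F fibroblast monolayer, labelled fibronectin deposition · Amount – 10000 cells per well · Buffer or medium – serum-reduced DMEM (2% serum) · Doses – single dose, pinned · Also added – fluorescent fibronectin at 24 nM final · Schedule – 1 h cell attachment, overnight exposure to compound and label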
Cneo AK release: Cryptococcus neoformans lysis via adenylate kinase release. lysis activity, % at 15 µM. 360,000 tested, 0.2% active. C. neoformans lysis, adenylate kinase release luminescence, 4 h; normalised: neutral wells 0, clomiphene wells 100;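 active = mean lysis activity across replicates of at least 80%, whatever share of replicates individually reach that level; inactive = mean lysis activity below 80%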
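Test system: log-phase Cryptococcus neoformans yeast cells. Input: 5 × 10^6 yeast cells/mL. Medium: fresh YPD growth medium. Doses: single dose. Incubation: static 4 h at 37 °C with compound, 1 h detection. Measured by: luminescent adenylate kinase detection reagent. Read-out: signal increase indicating cell lysis. Benchmarks: Clomiphene.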
EWS-Fli inh: inhibitors of EWS/Fli oncoprotein transcriptional activity; A673 NR0B1-luciferase reporter, viability-normalised; inhibition, % at 12.6 µM; 350,000 tested, 0.67% active;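 active = mean inhibition of at least 50% after viability correction, with every replicate also passing that limit; inconclusive = mean reaches 50% but only one of two replicates passes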;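 note: firefly luciferase signal divided by Alamar Blue viability fluorescence both relative to DMSO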
PAX8 reporter: inhibitors of PAX8 transcriptional activity in RMG-I cells. 360,000 tested, 1.2% active. AID 652154. inhibition, % at 12.6 µM. RMG-I TPO-luciferase reporter, SteadyGlo, 24 h;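 active = mean replicate inhibition at least 60% with every replicate also reaching 60%; inconclusive = only one of the two criteria is met; inactive = mean below 60% and not all replicates reaching 60%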;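 note: luciferase light reporting Pax8 driven TPO promoter activity; plate controls were median of neutral control wells for no effect and mitoxantrone controls for full effect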
PGC1a acetyl inh: PGC1a acetylation modulation, inhibitor mode | U2OS PGC1a acetylation, AlphaScreen anti-acetyl-lysine; with virally co-expressed GCN5 acetyltransferase | inhibition, % at 15.6 µM | 350,000 tested, 0.17% active;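 active = every replicate shows inhibition of at least 40%; inconclusive = mean inhibition at least 40% but some replicate below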;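 note: 0% = neutral control wells and 100% = positive control wells; some results beyond the cut were filed as inactive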
miR-122 sensor: blocks miR-122 activity in Huh7 sensor cells; Huh7 miR-122 Renilla luciferase sensor, 48 h; neutral wells = 0, positive control = 100; activation (reporter increase), % at 12.5 µM; 340,000 tested, 0.3% active; AID 602342;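 active = mean replicate activation score at least 90 and every replicate individually at or above 90; inconclusive = only one of the two criteria met; inactive = neither criterion met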;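 note: higher luciferase means less miR-122 activity so hits act as miR-122 inhibitors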
CASP6 VEID inh: blocks human caspase-6 cleavage activity | P55212 | purified caspase-6, Z-VEID-R110 cleavage fluorescence | inhibition, % at 12.5 µM | 350,000 tested, 0.53% active | AID 686996;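 active = mean inhibition across replicates at least about 35%, with every replicate also reaching that limit, limit read from the data; inconclusive = only one of the two criteria met; inactive = neither criterion met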;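 note: 0% = median of neutral control wells and 100% = no fluorescence left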
Target sequence (P55212 24-179 limits assumed): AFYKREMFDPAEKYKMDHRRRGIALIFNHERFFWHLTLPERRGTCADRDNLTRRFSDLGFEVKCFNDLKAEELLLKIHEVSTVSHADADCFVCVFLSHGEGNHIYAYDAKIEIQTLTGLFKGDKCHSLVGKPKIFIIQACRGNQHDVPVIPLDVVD
Target sequence (P55212 194-293 limits assumed): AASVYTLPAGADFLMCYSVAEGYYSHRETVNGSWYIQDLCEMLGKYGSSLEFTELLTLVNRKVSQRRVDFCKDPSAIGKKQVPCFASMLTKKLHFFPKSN
LGR2 antag: Drosophila LGR2 receptor signaling inhibition; HEK293 LGR2, CRE-luciferase, bursicon-stimulated, 4 h; inhibition, % at 9.99 µM; 380,000 tested, 0.35% active; AID 720647;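 active = drop in luminescence signal, shown as inhibition above about 50% in the replicate tests, limit read from the data, passing the limit was not always enough; inconclusive = probably only some replicates passing the limit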;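 note: agonist challenge used bursicon conditioned medium at about half maximal strength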
* hit, by the source's call; ? = inconclusive; · = no result given; & = joins results of further samples; [ ] = dose if it differs, or a comment.

SMILES	FN deposit inh	Cneo AK release	EWS-Fli inh	PAX8 reporter	PGC1a acetyl inh	miR-122 sensor	CASP6 VEID inh	LGR2 antag
CC1=C(C(=O)Nc2cccc(C(=O)NC3CCCCC3C)c2)SCCO1 (stereo unspecified)	7	-2	·	17	0	0	-1	5
C[C@@H]1CCCCO[C@H](CN(C)C(=O)Nc2cccc3ccccc23)[C@@H](C)CN([C@H](C)CO)C(=O)c2cc(N(C)C)ccc2O1	-7	-3&-4&6	5&-6	7&6&31	-4&-2	0	0&1&2	5&-11
CCOC(=O)C1(Cc2ccccc2)CCCCCC1=O (stereo unspecified)	-2	·	-7	13	·	·	-1	12
Cn1cccc1Cc1nnc(SCC(=O)N2CCCC2)n1CCc1ccccc1	4	5	0	6	·	·	0	5
CCCNC(=O)C[C@@H]1C[C@H]2c3cc(NC(=O)CC4CC4)ccc3O[C@H]2[C@@H](CO)O1	-11	3	-1	·	2	-2[16.7 µM]	1	-8
Cc1ccccc1Nc1c(-c2cccnc2)nc2ccccn12	18	3	15	17	-4	10	0	14
Cc1cc(Cl)c2oc(C(=O)N3CCOCC3)c(C)c2c1	1	23	-110	-177	-9	-6	2	-49
COc1ccc(/C(C)=N/N=C(\C)c2ccc(OC)cc2OC)c(OC)c1	1	1	-13	5	14	0	-1	-8
COc1ccccc1S(=O)(=O)N1CC[C@@H]2[C@@H](CO)N(C)c3ccc(-c4ccccc4)cc3[C@@H]21	4	-1	-5	?	4	32[16.7 µM]	0	15
COc1cc(/C=C/C(=O)Nc2nnc(CC(C)C)s2)cc(OC)c1OC	2	·	12	-18	·	·	0	4
Cc1ccc(N=C/C(C(=O)C(F)(F)F)=C(\O)c2cccs2)cc1	-5	-2	·	-20	10	-3	·	·
CN(C[C@@H]1[C@H](c2ccccc2)[C@H](CO)N1C(=O)C1CC1)C(=O)c1ccccn1	-6	0	-2	-3	10	29[16.7 µM]	·	16

3 entries picked at random from the list so far:
SMILES	FN deposit inh	Cneo AK release	EWS-Fli inh	PAX8 reporter	PGC1a acetyl inh	miR-122 sensor	CASP6 VEID inh	LGR2 antag
CCOC(=O)C1(Cc2ccccc2)CCCCCC1=O (stereo unspecified)	-2	·	-7	13	·	·	-1	12
COc1cc(/C=C/C(=O)Nc2nnc(CC(C)C)s2)cc(OC)c1OC	2	·	12	-18	·	·	0	4
COc1ccc(/C(C)=N/N=C(\C)c2ccc(OC)cc2OC)c(OC)c1	1	1	-13	5	14	0	-1	-8

The listing continues.
SMILES	FN deposit inh	Cneo AK release	EWS-Fli inh	PAX8 reporter	PGC1a acetyl inh	miR-122 sensor	CASP6 VEID inh	LGR2 antag
CC1c2ccccc2SC(CCCN(C)C)c2ccccc21 (stereo unspecified)	2	·	15	2	·	·	-4	6
CCn1c(C)c(C)c2cc(C(=O)NCCN3CCOCC3)ccc21	11	2	-5	14	?	6	-14	-3
CC(=O)Nc1ccc(NC(=O)CSc2nc(=O)n(Cc3cccnc3)c3c2CCC3)cc1	·	-4	-1	-4	6	·	2	14
CN1CCN(C(=O)C[C@H]2C[C@@H]3c4cc(NC(=O)Nc5ccccc5F)ccc4O[C@@H]3[C@H](CO)O2)CC1	6	3	-6	-9	2	3[16.7 µM]	·	2
COc1cc(-c2ccc(N3C(c4ccsc4)=Cc4ccc(F)cc4C3c3c[nH]c4ccc(C#N)cc34)cc2)cc(OC)c1OC (stereo unspecified)	5	·	3	4	·	·	0	1
C[C@H](CO)N1C[C@H](C)[C@H](CN(C)CC2CCCCC2)OCc2cnnn2CCCC1=O	1	8	3	·	-4	0[16.7 µM]	2	-8
Cc1ccc(OCC(=O)N2CCc3ccccc32)c([N+](=O)[O-])n1	·	-1	-9	-36	·	-12	-5	-14
C[C@@H]1CN([C@@H](C)CO)C(=O)c2ccccc2-c2ccccc2CO[C@@H]1CN(C)Cc1ccc2c(c1)OCCN2C	-3	-5	14	90*	3	·	4	8
COC(=O)c1ccc(-c2nc(CN3CCCN(C(=O)c4ccco4)CC3)c(C)o2)cc1	-1	-1	3	-18	·	2	1	-29
CC(=O)c1ccccc1NC(=O)COC(=O)C1CCCN1S(=O)(=O)c1ccccc1F (stereo unspecified)	4	1	5	1	4	·	3	-7
COCCNC(=O)c1cn(C)c2ccc(S(=O)(=O)N3CCCCC3)cc2c1=O	0	-1	·	12	4	·	1	26
O=C(C[C@@H]1C=C[C@@H](NC(=O)c2cccc(F)c2)[C@@H](CO)O1)Nc1nccs1	6	-25	4	4	-4	·	2	-11
Cc1cccc(N2C(=O)N3[C@H](c4ccc(Br)cc4)[C@@H]4C(=O)N(C(C)(C)C)C(=O)[C@@H]4[C@]3(C)C2=O)c1	·	0	5	7	-15	0	3&4	-5&22
CCCCn1nnnc1C(c1ccccc1)N1CCN(c2ncccc2C(F)(F)F)CC1 (stereo unspecified)	·	·	6	15	·	·	0	25
COc1cc(C(=O)Nc2ccc3c(c2)OCCO3)ccc1OC(F)F	7	-22	·	·	-6	-8	·	17
OCCn1c(Cl)nc2ccccc21	-8	-1	·	-9	-7	-13	·	·
CC(C)CN(CC(C)C)C(=O)C12CCC(C)(C(=O)C1)C2(C)C (stereo unspecified)	0	-1	·	-30	-20	-9	·	·
Cc1ccnc(NS(=O)(=O)c2ccc(N)cc2)n1	-1	1	-10	18	-15	0	-1	5
Cc1cc(C)c(C(=O)/C=C/c2ccco2)c(=O)[nH]1	4	-2	6	12	·	·	12	10
CC1=NN(C(=O)COc2ccccc2)C(O)(c2cccnc2)C1 (stereo unspecified)	·	·	1	-4	·	·	4	0
COc1ccc(NC(=O)N(C)C[C@H]2OCCCC[C@H](C)Oc3ccc(NC(=O)NC(C)C)cc3C(=O)N([C@H](C)CO)C[C@@H]2C)cc1	·	-2	-3	-9	12	7[16.7 µM]	1	-7
CCOC(=O)C1(CCCc2ccccc2)CCN(C(=O)c2ccoc2)CC1	6	2	16	-14	-19	-4	-1	3
CCOc1ccc(C(=O)CCC(=O)N(CC)CC(=O)Nc2c(F)cccc2F)cc1	3	3	-10	-37	-1	-4	-2	-15
C[C@@H]1CCCCO[C@H](CN(C)CC2CCCCC2)[C@@H](C)CN([C@H](C)CO)C(=O)c2cc(NC(=O)CCCN(C)C)ccc2O1	·	·	-2	-5	-3	-4[16.7 µM]	·	5

Reprinted from the entries so far (4 entries):
SMILES	FN deposit inh	Cneo AK release	EWS-Fli inh	PAX8 reporter	PGC1a acetyl inh	miR-122 sensor	CASP6 VEID inh	LGR2 antag
COc1ccc(NC(=O)N(C)C[C@H]2OCCCC[C@H](C)Oc3ccc(NC(=O)NC(C)C)cc3C(=O)N([C@H](C)CO)C[C@@H]2C)cc1	·	-2	-3	-9	12	7[16.7 µM]	1	-7
CCOC(=O)C1(CCCc2ccccc2)CCN(C(=O)c2ccoc2)CC1	6	2	16	-14	-19	-4	-1	3
CCOc1ccc(C(=O)CCC(=O)N(CC)CC(=O)Nc2c(F)cccc2F)cc1	3	3	-10	-37	-1	-4	-2	-15
C[C@@H]1CCCCO[C@H](CN(C)CC2CCCCC2)[C@@H](C)CN([C@H](C)CO)C(=O)c2cc(NC(=O)CCCN(C)C)ccc2O1	·	·	-2	-5	-3	-4[16.7 µM]	·	5

Additional compounds:
SMILES	FN deposit inh	Cneo AK release	EWS-Fli inh	PAX8 reporter	PGC1a acetyl inh	miR-122 sensor	CASP6 VEID inh	LGR2 antag
C[C@@H]1CCCCO[C@H](CN(C)S(=O)(=O)c2cccs2)[C@@H](C)CN([C@@H](C)CO)C(=O)c2cc(NC(=O)Nc3ccc4c(c3)OCO4)ccc2O1	·	-3	-6	-4	-6	-9[16.7 µM]	0	9
CC(=O)c1csc(COc2ccc(Cl)cc2)n1	3	·	-45	-270	1	·	-7	·
CS(=O)(=O)c1sc(C(=O)NC(=S)Nc2ccc(OC(F)(F)F)cc2)c2c1C=CCC2	-8	·	4	-17	·	·	4	·
Cc1ccc(S(=O)(=O)Nc2cccc3c2O[C@H](CN(C)S(=O)(=O)c2ccc(Cl)cc2)[C@@H](C)CN([C@@H](C)CO)C3=O)cc1	·	·	-4	4	3	·	1	34
O=C(Nc1cccc(C(F)(F)F)c1)c1cccnc1	·	·	-2	·	10	5	3	4
CCOC(=O)[C@H](CCc1ccccc1)N[C@@H](C)C(=O)N1CCC[C@H]1C(=O)O	-2&-5	3&-1	2	-10	2&2	-4&3	1	-7
CCCOC(=O)c1ccc(NC(=O)c2c(Cl)ccc(Cl)c2OC)cc1	-1	·	2	-21	·	·	2	10
COCCNC(=O)CSCc1nc(-c2ccc(SC)cc2)oc1C	13	-1	·	-5	10	-3	·	·
Cc1ccc(-c2ccc3c(c2)O[C@H](CN(C)C(=O)CN(C)C)[C@@H](C)CN([C@@H](C)CO)S3(=O)=O)cc1	·	45	14	·	-7	-9[16.7 µM]	-7	8
O=C(N/C(=C/c1ccccc1)C(=O)N1CCOCC1)c1ccc([N+](=O)[O-])cc1	10	-2	7	3	·	0	1	-3
O=[N+]([O-])c1c(NCCO)cc(N2CCC3(CC2)OCCO3)c2nonc12	1	-5	·	16	19	-4	·	3
O=C(COc1ccc2c(-c3ccccc3)cc(=O)oc2c1)NC(Cc1c[nH]c2ccccc12)C(=O)O (stereo unspecified)	1	11	2	0	-2	3	1	5
C[C@@H]1CCCCO[C@@H](CN(C)C(=O)Nc2cccc3ccccc23)[C@H](C)CN([C@H](C)CO)C(=O)c2cc(NS(=O)(=O)c3ccc(Cl)cc3)ccc2O1	-3	-6	8	94*	-14	2[16.7 µM]	-2	3
NS(=O)(=O)c1ccc(CCNC(=O)C2CCCN2S(=O)(=O)c2cccc3nsnc23)cc1 (stereo unspecified)	-3	-2	-7	10	-4	-9	1	37
C=CCNC(=O)C1(S(=O)(=O)c2ccccc2)CC=CC1	-1	-4	-7	-7	9	-2	·	9
Cc1cc(NS(=O)(=O)c2ccc(OCCNS(C)(=O)=O)cc2)no1	·	1	-2	·	10	0	25	-5
O=C(c1cc(-c2ccc(Cl)c(Cl)c2)on1)N1CCCCC1	-6	2	·	·	-3	-1	·	-37
COC(=O)c1c(F)c(F)c(NCCO)c(F)c1F	-1	1	·	·	-9	-2	4	2
O=C(NCc1ccc(F)cc1)c1cc(C2CCCCN2C(=O)c2ccccn2)on1 (stereo unspecified)	-6	0	-7	-5	6	-3	-4	14
COc1ccccc1N1CC(C(=O)Nc2ccc3c(c2)OCO3)CC1=O (stereo unspecified)	4	·	0	-1	-6	·	6	·
CC(C)(C)CC(C)(C)NC(=O)c1ccccc1	·	·	4	-18	-2	·	0	25
O=C(N/N=C/C=C/c1ccco1)c1cnccn1	-7	11	3	-5	-4	0	22	24
CCOC(=O)CSC1=NC(=O)CS1	-1	0	·	-24	-2	-16	·	·
CC=Cc1ccc2n(c1=O)C[C@@H]1[C@@H](CO)[C@H](C(=O)NCc3ccc4c(c3)OCO4)[C@H]2N1C(C)=O (mixture of isomers)	·	-5	1	-38	·	34[16.7 µM]	-9	-18
COC(=O)N/N=C(\C)c1ccccc1Br	6	-1	·	3	-1	1	·	·
